High-throughput results: PubChem BioAssay, several laboratories
KCNQ1 block = inhibitors of human KCNQ1 potassium channel; P51787; CHO-K1 KCNQ1, FluxOR thallium flux fluorescence; stronger effect = higher value; B-score at 10 µM; hit rate 1.3% among 310,000; AID 2642;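 active = compounds whose thallium flux B-score, printed positive for inhibition, exceeds three library SD while starting fluorescence stays within three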;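 also: channel opened by potassium depolarization with thallium stimulus after 20 min compound exposure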
Target sequence (P51787 whole entry, looked up): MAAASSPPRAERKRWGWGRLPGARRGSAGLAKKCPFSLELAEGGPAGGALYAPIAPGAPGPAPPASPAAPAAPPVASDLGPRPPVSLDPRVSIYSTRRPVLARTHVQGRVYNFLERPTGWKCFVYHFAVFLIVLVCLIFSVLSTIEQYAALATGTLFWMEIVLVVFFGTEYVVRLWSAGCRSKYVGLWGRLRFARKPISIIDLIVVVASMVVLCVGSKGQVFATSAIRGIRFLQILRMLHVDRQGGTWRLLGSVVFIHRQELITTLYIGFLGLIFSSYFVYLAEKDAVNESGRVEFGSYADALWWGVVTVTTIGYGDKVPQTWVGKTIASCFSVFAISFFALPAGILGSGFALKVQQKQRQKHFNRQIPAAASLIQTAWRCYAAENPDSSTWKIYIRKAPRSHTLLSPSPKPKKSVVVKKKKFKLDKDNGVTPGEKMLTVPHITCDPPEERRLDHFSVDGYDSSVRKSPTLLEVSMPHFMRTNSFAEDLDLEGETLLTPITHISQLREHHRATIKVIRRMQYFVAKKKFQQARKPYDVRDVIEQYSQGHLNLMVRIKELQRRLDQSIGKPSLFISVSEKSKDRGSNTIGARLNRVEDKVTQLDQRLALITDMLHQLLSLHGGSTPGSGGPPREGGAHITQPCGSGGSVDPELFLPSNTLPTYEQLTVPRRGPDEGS
TRPC4 PAM = TRPC4 (mouse) allosteric potentiation | B-score at 10 µM | HEK293 TRPC4beta/mu-opioid, DAMGO EC20, Fluo-4 Ca2+ flux; stronger effect = higher value | hit rate 0.42% among 310,000;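 active = B-score of calcium response area above 5 SD of library B-scores, with initial fluorescence ratio within 5 SD of library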;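 also: B-score of integrated fluorescence ratio over time as area under calcium response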
TMEM16A act = activates or potentiates the mouse TMEM16A chloride channel; HEK293 TMEM16A/YFP-H148Q/I152L, iodide quench fluorescence; stronger effect = lower value; B-score at 10 µM; hit rate 0.3% among 340,000;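 active = fluorescence-ratio B-score plate-corrected deviation score at least 3 library SD below zero, with starting fluorescence score within 5 deviations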;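 also: channel opened by trigger with iodide after compound preincubation; score built on the fluorescence ratio of max minus min over baseline; more negative score means more quench and so TMEM16A activation or potentiation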
ANO1 block = blocks the mouse calcium-activated chloride channel TMEM16A; Q8BHY3; HEK293 TMEM16A/YFP iodide influx fluorescence, ionomycin; normalized B-score (activity score, 25-100; higher = stronger inhibition) at 10 µM; hit rate 1.2% among 310,000;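 active = ratio plate-corrected score three or more library SD toward inhibition, starting fluorescence score within five deviations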;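 also: score derived from kinetic fluorescence span divided by baseline fluorescence per well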
KCNK3 inh = human KCNK3 channel inhibition, primary screen; CHO-KCNK3 thallium flux, FluxOR fluorescence; stronger effect = lower value; B-score at 10 µM; hit rate 0.84% among 340,000; AID 602410;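 active = B-score under library mean minus 4 SD, starting fluorescence ratio at most library mean plus 5 SD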;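 also: more negative B-score means stronger inhibition of thallium flux through KCNK3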
HDAC3 inhib = blocks human histone deacetylase 3. hit rate 0.15% among 320,000. AID 2718. inhibition, % at 8.3 µM. O15379. recombinant HDAC3, fluorogenic peptide/trypsin coupled, fluorescence; in the data active = inhibition above about 26%, passing the limit was not always enough; inconclusive = no clear call, values can overlap the other calls
TRPC4 act = opens the mouse TRPC4 cation channel; Q9QUQ5; HEK293 TRPC4beta/mu-opioid, Fluo4 calcium fluorescence; stronger effect = higher value; B-score at 10 µM; hit rate 0.49% among 310,000;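 active = B-score above 5 SD of library B-scores, and initial fluorescence ratio not above library mean plus 5 SD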;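 also: positive B-score marks a calcium rise read as TRPC4 activation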
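Material: HEK293 stable line with TRPC4beta plus mu-opioid receptor; technique: Fluo4 calcium-sensitive dye fluorescence, kinetic, 1 Hz baseline; timing: Fluo4 dye loading 45 min at room temperature, 110 s recording; controls: assay buffer as low control, maximal DAMGO as high control; read-out: integrated baseline-normalised fluorescence ratio, converted to per-well B score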
Dyrk1A ADPGlo = Dyrk1A (rat) kinase inhibition; Q63470; ADP-Glo luminescence, NFATc1 peptide; inhibition, % at 12.5 µM; hit rate 0.43% among 310,000; AID 504441; in the data active = inhibition above about 50%;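 also: plate controls were vehicle with enzyme for no effect and no enzyme for full effect; many of its hits are not listed in these tables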
hERG protect = shields human hERG channel from block by proarrhythmic agents. CHO-hERG, FluxOR thallium flux, dofetilide IC70 present. hit rate 0.51% among 310,000. activation (rescue from dofetilide block), less the hit threshold, % at 10 µM. Q12809;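 active = activation above the mean of controls blocked by dofetilide plus 5 SD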;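 also: thallium influx through hERG after potassium depolarization seen as dye fluorescence rise; in these data hits start at about 4.7%; inactives centre near -7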
KCNQ1 pot = potentiators or activators of human KCNQ1 potassium channel. P51787. CHO-K1 KCNQ1, thallium flux FluxOR fluorescence; stronger effect = higher value. B-score at 10 µM. hit rate 0.35% among 310,000;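 active = fluorescence ratio B-score, a plate-corrected score, at least three library SD, with initial intensity B-score within 5 SD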
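Test system: CHO-K1 cells stably expressing KCNQ1 / Medium: assay buffer / Also added: depolarizing K+/Tl+ stimulus, K2SO4 and Tl2SO4 each 12.5 mM in 5x stock / Incubation: 90 min dye loading and 20 min compound exposure, both at room temperature / Signal: thallium influx via FluxOR fluorescence, kinetic imaging / Evaluation: B score of baseline-normalized fluorescence ratio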
KCNK9 inh = human KCNK9 channel inhibition | Q9NPC2 | HEK293 KCNK9, FluxOR thallium flux fluorescence; stronger effect = lower value | B-score at 10 µM | hit rate 1.2% among 310,000;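 active = ratio B-score over 3 SD below the library mean, with starting fluorescence within 5 SD of its mean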;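 also: negative B-score means less thallium flux so channel inhibition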
Target sequence (Q9NPC2 whole entry, looked up): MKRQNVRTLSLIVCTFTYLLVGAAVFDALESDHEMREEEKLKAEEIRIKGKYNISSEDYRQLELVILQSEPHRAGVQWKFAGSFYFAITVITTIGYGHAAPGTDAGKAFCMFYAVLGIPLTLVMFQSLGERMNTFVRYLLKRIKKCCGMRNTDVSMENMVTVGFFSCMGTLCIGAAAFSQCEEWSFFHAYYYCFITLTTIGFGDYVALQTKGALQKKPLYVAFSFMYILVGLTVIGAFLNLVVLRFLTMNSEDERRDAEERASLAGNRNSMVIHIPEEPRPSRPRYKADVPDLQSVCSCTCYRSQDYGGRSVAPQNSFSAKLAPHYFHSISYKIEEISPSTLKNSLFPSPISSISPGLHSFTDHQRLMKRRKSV
* = called active by the depositor; i = inactive; ? = inconclusive; / = no result given; & = joins results of further samples. An excerpt, so the mix of outcomes need not match the whole.

SMILES	KCNQ1 block	TRPC4 PAM	TMEM16A act	ANO1 block	KCNK3 inh	HDAC3 inhib	TRPC4 act	Dyrk1A ADPGlo	hERG protect	KCNQ1 pot	KCNK9 inh
O=C(CN1NS(=O)(=O)c2ccccc2C1=O)Nc1ccccc1OC(F)F	i	i	i	i	i	-8	i	-1	-18	i	i
CC1Cn2c(nc3c2c(=O)[nH]c(=O)n3C)O1 (configuration not stated)	i	i	/	i	i	0	i	8	-10	i	i
Cc1nc2nc[nH]n2c(=O)c1CCC(C)C	i	i	i	i	i	-7	i	3	4	i	i
CCOc1cc(CNc2nn[nH]n2)ccc1OCC(=O)NC(C)(C)C	i	i	i	i	i	-3	i	1	-8	i	i
O=C(CN1N=C(c2ccccc2)CCC1=O)NCc1ccco1	i	i	/	i	/	3	i	/	-6	i	i
CCOc1ccc(-c2c(=O)n(OCc3ccccc3Br)c3ccccc3[n+]2[O-])c(OCC)c1	i	i	i	i	i	13	i	1	-13	i	i
C=Cn1c(C(=O)O)ccc1-c1ccc(OC)cc1	i	i	i	i	i	-3	i	-2	-9	i	i
COc1cccc(NC2=C(C#N)C(=O)NC(c3cccc(OC)c3O)S2)c1 (configuration not stated)	i	i	i	i	i	-4	i	/	-6	i	i
O=C(CSc1nnc(NC(=O)c2cccc(F)c2)s1)NCC1CCCO1 (configuration not stated)	i	i	i	i	i	6	i	-3	-5	i	i
CSc1cccc(NC(=O)N2CCCC(CNS(=O)(=O)Cc3ccccc3)C2)c1 (configuration not stated)	i	i	i	i	i	-5	i	8	-12	i	i
CN(C)C(=O)CN1C(=O)C2CC=C(Cl)CC2C1=O (configuration not stated)	i	i	i	i	i	-2	i	1	-10	i	i
NCC(=O)Nc1ccc(Cl)cc1C(=O)c1ccc[nH]1	i	i	i	/	i	/	i	12	-7	i	i
COc1ccc2nc3sc(C(=O)NCCN4CCc5ccccc5C4)cc3cc2c1	i	i	i	i	i	4	i	13	-11	i	i
COC(=O)CN(C#N)c1nc(SC)nc(N(C)C)n1	i	i	i	i	i	-5	i	1	-3	i	i
C=CCN1C(=O)/C(=C2/Sc3ccccc3N2C)SC1=Nc1ccccc1C	i	i	i	i	i	-5	i	/	-7	i	i
CN1C(=S)SC(N(O)C(=O)Nc2ccc(Cl)c(Cl)c2)C1(C)C (configuration not stated)	i	i	i	i	i	3	i	49	-13	i	i
C=CCNc1nc(SC)nc2ccsc12	i	i	i	i	i	1	i	14	-7	i	i
CC1CCN(C(=O)C(=O)c2cn(CC(=O)N3CCCCCC3)c3ccccc23)CC1	i	i	i	i	i	3	i	-2	-11	i	i
CCOC(=O)C(C#N)(Cc1cc(OC)cc(OC)c1)Cc1cc(OC)cc(OC)c1	i	i	i	i	i	14	i	1	-6	i	-14*
O=c1[nH]c(-c2cccnc2)nc2ccccc12	i	i	i	i	i	-3	i	14	3	i	i
Cc1ccc(-c2nn(CCC(=O)O)cc2CCC(=O)O)cc1	i	i	i	i	i	-9	i	4	-6	i	i
CCO[C@H]1OC(C(N)=O)=C[C@@H](c2ccc(Br)cc2)[C@@H]1CCCO	i	i	i	i	i	-1	i	-8	-5	i	i
Cc1ccc(C(=O)O/N=C(\N)Cc2cccc3ccccc23)cc1	i	i	i	i	i	4	i	2	-4	i	i
C/C(=N/OC(=O)CC(C)C)c1cc(-c2ccc(Cl)cc2)no1	i	i	i	i	i	-2	i	-1	-3	i	i
COC(C[C@H](O)C[C@H](O)[C@@H](C)OCc1ccccc1)OC	i	i	i	i	i	-6	i	-2	-7	i	i
COc1ccc(NC(=O)c2ccccc2)c([N+](=O)[O-])c1	i	i	i	i	i	-2	i	/	-12	i	i
Cc1cc(Nc2ccc(C(=O)N3CCCCC3)cc2)c2cccc(C)c2n1	i	i	i	i	i	1	i	-4	-3	i	i
CCN(CC)S(=O)(=O)c1cc(NC(=O)c2cc(-c3ccccn3)nc3ccccc23)ccc1C	i	i	i	i	i	15	i	0	-16	i	i
COc1ccc(S(=O)(=O)Nc2ccccc2C(=O)NCc2cccnc2)cc1C	i	i	i	i	i	-23	i	-6	-4	i	i
CC(C)c1ccc(N=c2c([N+](=O)[O-])nn(-c3ccc4c(c3)OCCO4)n2O)cc1	i	i	i	i	i	11	i	-7	-7	i	i
CCOC(=O)c1ccc(NC(=O)c2cccc3c2C(=O)N(CC2CCCO2)C3)cc1 (configuration not stated)	i	i	i	i	-9.3*	0	i	-4	-20	i	-8.6*
O=C(CN1CCN(C2CCCCC2)CC1)NCCC1=CCCCC1	i	i	i	i	i	-4	i	-7	-10	i	i
COC(=O)c1sccc1NC(=O)c1sccc1C	i	i	i	i	i	4	i	-12	-8	i	i
O=C(CCc1nnc2ccc(NCc3ccco3)nn12)Nc1cccc(F)c1	i	i	i	i	i	0	i	2	-9	i	i
CCCn1c(N)c(N(CCOC)C(=O)c2cc(Cl)nc3ccccc23)c(=O)[nH]c1=O	i	i	i	i	i	2	i	2	-13	i	i
Cc1nn(Cc2ccccc2)c2sc(C(=O)N3CCN(Cc4ccc5c(c4)OCO5)CC3)cc12	i	i	i	i	i	13	i	-10	-15	i	i
Cc1cccc(C)c1OCCCN1CCOCC1	i	i	i	i	i	-3	i	6	-5	i	i
O=C(COC(=O)CCc1nc2ccccc2s1)Nc1cccc(S(=O)(=O)N2CCOCC2)c1	i	i	i	i	i	-7	i	2	-18	i	i
C=CCNC(=O)c1ccc(-c2nc(-c3ccc(Cl)c(Cl)c3)cs2)cc1	i	i	i	i	i	0	i	-6	-14	i	i
CCCSc1cc(=O)n(-c2ccccc2)nc1C(=O)OCC	i	i	i	i	i	-2	i	-2	-11	i	i
Cn1ccsc1=NC(=O)c1ccccc1F	i	i	i	i	i	3	i	-4	-2	i	i
CN(Cc1cn[nH]c1-c1cc2ccccc2o1)CC1CCOCC1	i	i	i	i	i	3	i	5	-11	i	i
COc1ccc(C(=O)N2CCOC23CCN(c2ncccn2)CC3)cc1	i	i	i	i	i	-1	i	-1	-10	i	i
Cc1ccc(S(=O)(=O)N2CCN(Cc3ccccn3)CC2)cc1	i	i	i	i	i	3	i	1	-2	i	i
CC(C)COc1ccc(C(=O)NC(Cc2c[nH]c3ccccc23)C(=O)NN)cc1 (configuration not stated)	i	i	i	i	i	0	i	-8	-12	i	i
CC1CCC(C(C)C)C(OC(=O)Cn2c(-c3ccccc3)[n+](C)c3ccccc32)C1 (configuration not stated)	i	i	i	100*	i	-3	i	1&2	-25&-25	i	-8.8*
Cn1c(CCNC(=O)c2ccc(Cl)c(Cl)c2)nnc1SCc1ccc(Cl)c(Cl)c1	i	i	i	i	i	0	i	-1	-12	i	i
CC(=O)Nc1ccc(C(F)(F)F)cc1Cl	i	i	i	i	i	1	i	-11	-17	i	i
CCN(CC)CCn1c2c(c(SCC(=O)Nc3nccs3)nc1=O)CCCC2	i	i	i	i	i	4	i	10	-7	i	i
Cc1cc[n+](CC[n+]2ccc(C)cc2)cc1	i	i	i	i	i	-12	i	10	-4	i	i
Cc1cc(C)c(C(=O)OCC(=O)NCc2cccs2)c(C)c1	i	i	i	i	i	-2	i	3	-5	i	i
COC(=O)C1CC(c2c(OC)cc(OC)cc2OC)=NO1 (configuration not stated)	i	i	i	i	i	9	i	5	-13	i	i
Cc1ccc2c(CSc3nnc(N)s3)cc(=O)oc2c1	i	i	i	i	i	6	i	7	-7	i	i
CC1(C)C(=O)Nc2ccccc2N1C(=O)COC(=O)c1cc([N+](=O)[O-])ccc1N	i	i	i	i	i	9	i	1	-9	i	i
CCCc1ccc(C(C)NC(=S)NC2CCCCC2)cc1 (configuration not stated)	6*	i	i	100*	i	?	i	-11	-3	i	i
CCOC(=O)N1CCN(C(=O)C2CCN(C(=O)c3cc4sccc4n3CC)CC2)CC1	i	i	i	i	i	-2	i	2	-8	i	i
CCOc1cccc(/C=C/c2ccc3cccc(O)c3n2)c1OC	i	i	i	i	i	-8	i	6	-3	i	i
Cc1ccc(-c2nnn(CC(=O)N(CC3CCCO3)C(C(=O)NCC3CCCO3)c3ccc(F)cc3)n2)o1 (configuration not stated)	i	i	i	i	i	-4	i	1	-10	i	i
CC1CCN(C(=O)CSc2nc(N)c(NC(=O)c3ccccc3)c(=O)[nH]2)CC1	i	i	i	i	i	-5	i	-4	-4	i	i
COc1ccc2cc(OCC(=O)NNC(=O)Nc3ccc(C(C)=O)cc3)ccc2c1	i	i	i	i	i	3	i	-9	-8	i	i

Molecules listed so far that have bromine (2):
SMILES	KCNQ1 block	TRPC4 PAM	TMEM16A act	ANO1 block	KCNK3 inh	HDAC3 inhib	TRPC4 act	Dyrk1A ADPGlo	hERG protect	KCNQ1 pot	KCNK9 inh
CCOc1ccc(-c2c(=O)n(OCc3ccccc3Br)c3ccccc3[n+]2[O-])c(OCC)c1	i	i	i	i	i	13	i	1	-13	i	i
CCO[C@H]1OC(C(N)=O)=C[C@@H](c2ccc(Br)cc2)[C@@H]1CCCO	i	i	i	i	i	-1	i	-8	-5	i	i

The listing continues:
SMILES	KCNQ1 block	TRPC4 PAM	TMEM16A act	ANO1 block	KCNK3 inh	HDAC3 inhib	TRPC4 act	Dyrk1A ADPGlo	hERG protect	KCNQ1 pot	KCNK9 inh
COc1cnc(-c2ccccn2)nc1Oc1ccc(F)cc1F	i	i	i	i	i	1	i	-8	-6	i	i
CC(C)(C)N=C1NC(=NC(C)(C)C)c2ccccc21	i	i	i	i	i	-11	i	-4	-6	i	i
O=[N+]([O-])c1cc2oc3c(c2c(C=NCc2ccccc2)c1O)CCCC3	i	i	i	i	i	-1	i	-9	-2	i	i
CC(=O)N1CCN(Cc2nc3cc(NC(=O)c4ccccc4Cl)ccc3n2C)CC1	i	i	i	i	i	-1	i	/	-17	i	i
C=CCn1c(CNS(=O)(=O)c2ccc(Cl)cc2)n[nH]c1=S	i	i	i	i	i	11	i	2	-13	i	i
Cc1ncoc1C(=O)N1CCc2c([nH]c3ccccc23)C1C(C)(C)C (configuration not stated)	i	i	i	i	i	6	i	1	-23	i	i
O=C(OCc1cccc([N+](=O)[O-])c1)c1cnccn1	i	i	i	i	i	2	i	2	-7	i	i
O=C(NCc1ccc(Cl)cc1)C1CCCN(S(=O)(=O)c2cnc[nH]2)C1 (configuration not stated)	i	i	i	i	i	13	i	-8	-4	i	i
